RGS12 GoLoco inh – RGS12 GoLoco-Gai1 interaction inhibition; Gai1:RGS12 GoLoco peptide FP, rhodamine, 10 min; P63096; actives 0.44% (n = 230,000); Potency, µM (series often up to 61.6 µM), inactives show top-dose activity, negative = inhibition, usual class: inhibitors; active = well fitted inhibition curve with a large enough effect, not every such curve was filed as active; inactive = no such curve, though single readings can be large or run the other way; note: nearly all actives have a fitted effect of over 30% in size; many of its hits are not listed in these tables
Target sequence (P63096 whole entry, looked up): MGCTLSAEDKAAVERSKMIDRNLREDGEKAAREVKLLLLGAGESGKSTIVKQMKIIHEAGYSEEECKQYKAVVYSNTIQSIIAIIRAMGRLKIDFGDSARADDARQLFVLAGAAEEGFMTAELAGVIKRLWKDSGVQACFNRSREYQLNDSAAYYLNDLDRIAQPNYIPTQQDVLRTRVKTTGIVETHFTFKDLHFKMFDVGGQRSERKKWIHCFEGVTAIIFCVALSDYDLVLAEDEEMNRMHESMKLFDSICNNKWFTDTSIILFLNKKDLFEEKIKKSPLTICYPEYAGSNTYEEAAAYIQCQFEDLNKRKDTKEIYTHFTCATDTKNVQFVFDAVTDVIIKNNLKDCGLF
Tau FP inhib – tau fibrillization inhibition (FP); AID 1468; actives 0.39% (n = 280,000); K18 P301L tau heparin fibrillization, Alexa594 FP, 6 h; Potency, µM (series often up to 57.7 µM), for the others: at the highest dose activity, negative = inhibition, hits mostly inhibitors; note: nearly all actives have a fitted effect of over 55% in size
Target sequence (P10636 561-689 P618L limits assumed): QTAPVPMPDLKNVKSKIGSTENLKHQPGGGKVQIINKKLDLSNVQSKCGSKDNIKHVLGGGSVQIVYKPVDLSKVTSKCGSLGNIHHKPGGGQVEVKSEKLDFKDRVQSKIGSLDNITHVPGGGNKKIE
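Quantitative HTS format: compounds meet 15 uM recombinant K18 P301L tau and Alexa 594-tau tracer in 100 mM sodium acetate pH 7; 20 uM heparin triggers fibrillization at 37 C over 6 hr; FP gives the signal.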
L3MBTL1 inh – inhibitors of human L3MBTL1; Q9Y468; AlphaScreen L3MBTL1–H3K9me1 peptide binding; Potency, µM (highest dose often 57.1 µM), inactives show at the highest dose activity, negative = inhibition, actives largely listed as inhibitors; actives 0.66% (n = 230,000); note: nearly all actives have a fitted effect of over 60% in size
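AlphaScreen assay: L3MBTL1 (50 nM final) was preincubated 30 min at room temperature with biotinylated H3(1-15)K9me1 peptide (75 nM final), then 30 min with library compounds; streptavidin donor and nickel chelate acceptor beads (10 ug/mL final) added, 30 min dark.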
TRb SRC2 PPI – TRbeta-SRC2 interaction inhibition; P10828; TRbeta-SRC2 peptide binding, fluorescence polarization; receptor liganded with 1 µM T3; Potency, µM (titrated, usually from 106 µM), inactives show at the top dose activity change, negative = inhibition, most hits filed as inhibitors; actives 0.065% (n = 280,000);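 note: plate controls were bound peptide for no effect and peptide without receptor for full effect; nearly all actives have a fitted effect of over 50% in size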
Target sequence (P10828 whole entry, looked up): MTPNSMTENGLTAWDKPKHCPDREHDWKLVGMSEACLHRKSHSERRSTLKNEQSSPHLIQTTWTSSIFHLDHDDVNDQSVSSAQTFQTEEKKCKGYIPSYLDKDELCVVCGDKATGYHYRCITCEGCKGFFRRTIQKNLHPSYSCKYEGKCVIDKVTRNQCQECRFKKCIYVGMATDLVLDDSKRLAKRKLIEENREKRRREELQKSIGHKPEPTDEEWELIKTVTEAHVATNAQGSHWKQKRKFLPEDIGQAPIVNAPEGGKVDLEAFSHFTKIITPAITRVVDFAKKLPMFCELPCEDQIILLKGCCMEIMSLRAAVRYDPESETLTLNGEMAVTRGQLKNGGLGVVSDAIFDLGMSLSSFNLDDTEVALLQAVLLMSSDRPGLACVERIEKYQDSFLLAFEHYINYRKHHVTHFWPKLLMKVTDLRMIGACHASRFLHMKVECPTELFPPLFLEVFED
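Compounds were added to 0.6 uM TRb ligand-binding domain and 20 nM Texas Red-labeled SRC2 peptide in Tris buffer containing 1 uM T3, incubated 5 hr at ambient temperature, then read by fluorescence polarization.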
TexasRed fluor – Texas Red fluorescence interference in TRb-SRC2 counter-screen. Potency, µM (highest dose often 106 µM), for inactives: at the top dose fluorescence change, negative = quenching. AID 1479. TRb/SRC2 Texas Red total fluorescence interference. actives 0.29% (n = 280,000); active = well fitted curve in either direction with a large enough effect; inconclusive = small, poorly fitted or top-dose-only effect
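Human TRβ ligand-binding domain (0.6 uM) and Texas Red SRC2 peptide (20 nM) in Tris buffer with 1 uM T3 and 5% DMSO were incubated with pinned compound for 5 hr at ambient temperature. Total fluorescence was computed as S + 2P (555/632 nm).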
JMJD2E inh – inhibitors of human JMJD2E histone demethylase | B2RXH2 | JMJD2E catalytic domain, FDH-coupled NADH fluorescence (FDH is formaldehyde dehydrogenase) | Potency, µM (highest dose often 57.1 µM), without a hit: top-dose activity change, negative = inhibition, usual class: inhibitors | actives 1.6% (n = 230,000) | AID 2147; active = well fitted inhibition curve with a large enough effect, not every such curve was filed as active; inconclusive = small, poorly fitted or top-dose-only effect, or another doubt; inactive = no such curve, though single readings can be large or run the other way;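 note: 0% = wells with enzyme and -100% = buffer wells without enzyme; nearly all actives have a fitted effect of over 50% in size; many of its hits are not listed in these tables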
Tau fibril ThT – blocks human tau fibril formation measured by thioflavin T. AID 1460. recombinant tau K18 P301L (four-repeat tau fragment), heparin-induced fibrillization, ThT fluorescence. actives 2.1% (n = 270,000). Potency, µM (doses to about 57.4 µM), for inactives: at the highest dose activity, negative = inhibition, actives largely listed as inhibitors. P10636; note: nearly all actives have a fitted effect of over 55% in size
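In this qHTS, human K18 P301L tau is incubated with compound and heparin for 6 hr at 37 C, and Thioflavin T fluorescence then reports fibril load.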
RECQ1 inh – RECQ1 (human) helicase inhibition; P46063; RECQ1 DNA unwinding, red fluorescence kinetic read; Potency, µM (top dose mostly 57.3 µM), inactives show top-dose activity, negative = inhibition, actives largely listed as inhibitors; actives 0.54% (n = 240,000);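 note: plate controls were vehicle for no effect and no enzyme for full effect; nearly all actives have a fitted effect of over 30% in size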
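50 nM RECQ1T1 preincubated 15 min with compound in Tris pH 8.0 buffer with MgCl2, DTT, Tween-20 and 2.5 ug/ml poly(dI-dC); started with 200 nM TAMRA/BHQ-2 forked duplex and 2 mM ATP. Unwinding read as fluorescence (525/598 nm), two reads 2 h apart.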
* marks the source's active call; other numbers are inactive results; [ ] = another dose, or the depositor's remark. Unless noted, calls come from the whole dose curve; as a rule, active = well fitted curve in the direction sought with a large enough effect; inconclusive = small, poorly fitted or top-dose-only effect, or another doubt; inactive = no such curve, though single readings can be large; an effect the other way counts as inactive or inconclusive. Unless noted, % is set by controls: 0 for no effect and ±100 for the full control effect; potency is the fitted concentration of half-maximal effect. These rows are one share of the data; the hit share may differ from the screen's.

How did CC1(C)CC(=O)C(C=Nc2ccc(O)cc2)=C(O)C1 do in these assays?
RGS12 GoLoco inh: 2.4%; Tau FP inhib: -10.7%; L3MBTL1 inh: -1.6%; TRb SRC2 PPI: -1.8%; TexasRed fluor: 0.3%; JMJD2E inh: 1.6%; Tau fibril ThT: -18.1%; RECQ1 inh: inactive

Results for Cc1ccccc1NC1=NC(C)(C)N=C(N)N1 ?
RGS12 GoLoco inh: 23.3%; Tau FP inhib: -4.8%; TRb SRC2 PPI: 1.8%; TexasRed fluor: 0.8%; JMJD2E inh: 2.9%; Tau fibril ThT: -14.9%; RECQ1 inh: -10.9%

Results for O=C(Nc1ccc(Br)cc1)c1ccc(F)c(S(=O)(=O)NC2CCCCCC2)c1 ?
Tau FP inhib: inconclusive; TRb SRC2 PPI: 3.0%; TexasRed fluor: -1.9%; Tau fibril ThT: 9.3%

Results for O=C(/C=C/c1ccccc1)N1CCC(N2CCC(C(=O)N3CCOCC3)CC2)CC1 ?
RGS12 GoLoco inh: 12.4%; Tau FP inhib: -2.0%; L3MBTL1 inh: -2.8%; TRb SRC2 PPI: 8.3%; TexasRed fluor: -3.1%; JMJD2E inh: 1.7%; Tau fibril ThT: -1.9%; RECQ1 inh: inactive

What do the screens show for `CCOC(=O)c1ccc(N/C(=N\S(=O)(=O)c2ccccc2C)c2ccccc2)cc1`?
RGS12 GoLoco inh: -10.3%; Tau FP inhib: -3.0%; L3MBTL1 inh: 0.0%; TRb SRC2 PPI: 4.4%; TexasRed fluor: 2.4%; JMJD2E inh: -3.5%; Tau fibril ThT: -5.1%; RECQ1 inh: -18.9%

How did Nn1cnc2c(c1=O)C1(CCCCC1)Cc1ccccc1-2 do in these assays?
RGS12 GoLoco inh: 5.1%; Tau FP inhib: 6.1%; L3MBTL1 inh: 5.0%; TRb SRC2 PPI: 5.8%; TexasRed fluor: 0.0%; JMJD2E inh: -3.6%; Tau fibril ThT: -4.3%; RECQ1 inh: inactive

What do the screens show for `Cc1cccc(C)c1NC(=O)C(NC(=O)c1ccccn1)c1ccc([N+](=O)[O-])cc1` (centres undefined)?
RGS12 GoLoco inh: -6.3%; Tau FP inhib: inconclusive; L3MBTL1 inh: -1.8%; TRb SRC2 PPI: 0.4%; TexasRed fluor: -0.8%; JMJD2E inh: 5.4%; Tau fibril ThT: -16.8%; RECQ1 inh: -2.0%

How did C/C(=N\O)c1cc(Cl)cc(Cl)c1O do in these assays?
RGS12 GoLoco inh: 2.8%; Tau FP inhib: -4.2%; L3MBTL1 inh: 3.7%; TRb SRC2 PPI: 3.7%; TexasRed fluor: -4.0%; JMJD2E inh: 4.0%; Tau fibril ThT: -11.9%; RECQ1 inh: -4.2%

How did O=C(NC1CCCCCC1)c1c(F)c(F)c(F)c(F)c1F do in these assays?
RGS12 GoLoco inh: 1.8%; Tau FP inhib: -13.7%; L3MBTL1 inh: 11.5%; TRb SRC2 PPI: 1.0%; TexasRed fluor: 0.5%; JMJD2E inh: 3.2%; Tau fibril ThT: 4.2%; RECQ1 inh: inactive

Results for COc1ccc(-c2nc(CCl)cs2)cc1OC ?
RGS12 GoLoco inh: 3.0%; Tau FP inhib: 7.3%; TRb SRC2 PPI: -3.8%; TexasRed fluor: -1.5%; JMJD2E inh: inconclusive; Tau fibril ThT: -8.9%; RECQ1 inh: -0.8%

How did CC(C)(C)c1ccc(OCCn2ccccc2=O)cc1 do in these assays?
RGS12 GoLoco inh: -5.8%; Tau FP inhib: -5.3%; L3MBTL1 inh: 4.8%; TRb SRC2 PPI: -6.1%; TexasRed fluor: -1.8%; JMJD2E inh: -2.1%; Tau fibril ThT: -15.0%; RECQ1 inh: -9.1%

How did COc1cc(NC(=S)NCCc2ccc(S(N)(=O)=O)cc2)c(OC)cc1Cl do in these assays?
RGS12 GoLoco inh: 0.2%; Tau FP inhib: 3.6%; L3MBTL1 inh: -3.1%[2.29 µM]; TRb SRC2 PPI: -3.4%; TexasRed fluor: -1.8%; JMJD2E inh: 2.2%; Tau fibril ThT: -9.1%; RECQ1 inh: inactive

How did COc1ccc(Cc2c(O)nc(SC)n(C(C)=O)c2=O)cc1 do in these assays?
RGS12 GoLoco inh: 6.9%; Tau FP inhib: -9.2%; TRb SRC2 PPI: -8.8%; TexasRed fluor: -1.8%; JMJD2E inh: -0.8%; Tau fibril ThT: inconclusive; RECQ1 inh: 11.4%

How did CCOC(=O)N1CCN(C(=O)c2ccc(SC)cc2OC)CC1 do in these assays?
RGS12 GoLoco inh: 7.3%; Tau FP inhib: -5.2%; L3MBTL1 inh: 7.7%; TRb SRC2 PPI: -1.2%; TexasRed fluor: -0.8%; JMJD2E inh: 1.6%; Tau fibril ThT: -8.2%; RECQ1 inh: -0.6%

Results for Cn1nc(C(C)(C)C)cc1C(=O)NNC(=O)c1cccc(Cl)c1 ?
RGS12 GoLoco inh: 0.7%; Tau FP inhib: -3.5%; L3MBTL1 inh: 0.9%; TRb SRC2 PPI: -0.8%; TexasRed fluor: -6.3%; JMJD2E inh: 1.3%; Tau fibril ThT: -5.0%; RECQ1 inh: -3.2%

Results for O=C(c1ccccc1)c1cccn1CC(=O)N1CCN(C2CCCCC2)CC1 ?
RGS12 GoLoco inh: -1.4%; Tau FP inhib: -5.8%; L3MBTL1 inh: -3.9%; TRb SRC2 PPI: 0.5%; TexasRed fluor: -3.3%; JMJD2E inh: -2.2%; Tau fibril ThT: -0.3%; RECQ1 inh: 0.6%

What do the screens show for `COC(=O)c1cnn(-c2ccc(F)cc2F)c1/C=N/NC(N)=S`?
RGS12 GoLoco inh: 9.4%; Tau FP inhib: 2.8%; TRb SRC2 PPI: -1.6%; TexasRed fluor: -0.8%; JMJD2E inh: 7.3%; RECQ1 inh: -2.7%

What do the screens show for `O=C(CCl)Nc1ccccc1C(=O)NCc1ccccc1`?
RGS12 GoLoco inh: 0.8%; Tau FP inhib: 0.5%; L3MBTL1 inh: -8.5%; TRb SRC2 PPI: -6.4%; TexasRed fluor: -1.6%; JMJD2E inh: inconclusive; Tau fibril ThT: -3.7%; RECQ1 inh: -1.5%

What do the screens show for `CC(=O)c1c(C)nc2sc3c(=N)n(N)cnc3c2c1-c1ccc(Cl)cc1`?
RGS12 GoLoco inh: 3.4%; Tau FP inhib: -0.7%; L3MBTL1 inh: -14.1%; TRb SRC2 PPI: -11.8%; TexasRed fluor: 0.2%; JMJD2E inh: 6.0%; Tau fibril ThT: inconclusive; RECQ1 inh: -14.1%

What do the screens show for `CCOC(=O)c1cc(C)n(CCCN2CCOCC2)c1C`?
RGS12 GoLoco inh: 3.8%; Tau FP inhib: -0.5%; TRb SRC2 PPI: 5.8%; TexasRed fluor: -1.8%; JMJD2E inh: 0.0%; Tau fibril ThT: -16.2%; RECQ1 inh: inactive

In the list so far, these have an aryl thioether with sulfur outside any ring:
How did COc1ccc(Cc2c(O)nc(SC)n(C(C)=O)c2=O)cc1 do in these assays?
RGS12 GoLoco inh: 6.9%; Tau FP inhib: -9.2%; TRb SRC2 PPI: -8.8%; TexasRed fluor: -1.8%; JMJD2E inh: -0.8%; Tau fibril ThT: inconclusive; RECQ1 inh: 11.4%

How did CCOC(=O)N1CCN(C(=O)c2ccc(SC)cc2OC)CC1 do in these assays?
RGS12 GoLoco inh: 7.3%; Tau FP inhib: -5.2%; L3MBTL1 inh: 7.7%; TRb SRC2 PPI: -1.2%; TexasRed fluor: -0.8%; JMJD2E inh: 1.6%; Tau fibril ThT: -8.2%; RECQ1 inh: -0.6%

New compounds follow.
How did CCCC(=O)Nc1nc2ccc(NC(=O)c3ccc(Br)o3)cc2s1 do in these assays?
RGS12 GoLoco inh: -13.5%; Tau FP inhib: 2.2%; TRb SRC2 PPI: 4.1%; TexasRed fluor: 1.7%; JMJD2E inh: 0.2%; Tau fibril ThT: -3.4%; RECQ1 inh: inactive

How did CCN1C(=O)/C(=C\N(C)C)c2ccccc21 do in these assays?
RGS12 GoLoco inh: 3.9%; Tau FP inhib: 12.7%; L3MBTL1 inh: -14.7%; TRb SRC2 PPI: 7.2%; TexasRed fluor: 5.6%; JMJD2E inh: 2.5%; Tau fibril ThT: -11.6%; RECQ1 inh: inactive

How did O=c1c2ccccc2nc2c3ccccc3cnn12 do in these assays?
RGS12 GoLoco inh: -6.4%; Tau FP inhib: -0.9%; TRb SRC2 PPI: 0.4%; TexasRed fluor: 2.2%; JMJD2E inh: inconclusive; Tau fibril ThT: -7.6%; RECQ1 inh: 7.3%

How did Cn1ncc2c(N3CCOCC3)ncnc21 do in these assays?
RGS12 GoLoco inh: -1.4%; Tau FP inhib: 4.0%; L3MBTL1 inh: -1.0%; TRb SRC2 PPI: -2.9%; TexasRed fluor: -0.6%; JMJD2E inh: 2.7%; Tau fibril ThT: -9.1%; RECQ1 inh: -7.6%

Results for CC(=O)OC1CC(C)(C)N(OC(=O)CCCN2C(=O)c3ccccc3C2=O)C(C)(C)C1 ?
RGS12 GoLoco inh: 1.6%; Tau FP inhib: 0.5%; TRb SRC2 PPI: -10.9%; TexasRed fluor: 0.1%; JMJD2E inh: 2.1%; Tau fibril ThT: 3.9%; RECQ1 inh: inactive

What do the screens show for `CCOc1ccccc1NC(=O)COC(=O)c1cn(CC)c2nc(C)ccc2c1=O`?
Tau FP inhib: 2.5%; TRb SRC2 PPI: -4.0%; TexasRed fluor: -10.2%; Tau fibril ThT: -6.9%

Results for CC(=O)Nc1ccc(S(=O)(=O)N2CCOCC2)cc1 ?
RGS12 GoLoco inh: 3.8%; Tau FP inhib: -1.0%; L3MBTL1 inh: 38.3%[activator]; TRb SRC2 PPI: 1.2%; TexasRed fluor: -2.9%; JMJD2E inh: 6.0%; Tau fibril ThT: 7.9%; RECQ1 inh: 2.5%

How did C=CCn1c(O)c(N=NC(=O)c2ccc3c(c2)OCO3)c2ccccc21 do in these assays?
RGS12 GoLoco inh: 12.5%; Tau FP inhib: -0.1%; L3MBTL1 inh: -5.8%; TRb SRC2 PPI: -2.9%; TexasRed fluor: -1.4%; JMJD2E inh: 1.0%; Tau fibril ThT: inconclusive; RECQ1 inh: -6.1%

High-throughput results from PubChem.
